Assay outcomes: PubChem BioAssay, several laboratories
SR-BI DiI-HDL act: activators of SR-BI mediated DiI-HDL uptake, primary screen, ldlA[mSR-BI] CHO cells, DiI fluorescence; AID 504775, 2011; 3 h; 100 = double the neutral-control signal; hit rate 0.096% among 320,000; activation, % at 12.5 µM;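 active = mean replicate activation of at least 60% and every replicate at or above 60%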;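 note: 0% = median plate neutral-control signal and 100% = twice that signal; values of inactives mirror those of a sister screen read the other way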
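Material – SR-BI-overexpressing, LDLR-lacking CHO cells · Medium – BSA-supplemented, HEPES-buffered Ham's F12, pH 7.4 · Doses – single concentration · Times – compound with DiI-HDL co-incubation, 3 h at 37 °C · Measured by – bottom-read fluorescence, 550/595 nm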
Mot1-301 SUMO: yeast Mot1-301 growth rescue at high temperature, primary screen, SUMOylation pathway inhibitor project, S. cerevisiae, ATP luminescence, 38.5C | S. cerevisiae Mot1-301 growth rescue; percent above DMSO median, 100 means doubled | growth rescue, % at 18.8 µM | hit rate 1% among 320,000;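 active = every valid replicate shows activation above 250% relative to neutral control wells; inactive = the rest, any valid replicate at or below 250%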;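 note: OY570 slx delta 5 strain wells were the positive control but not used for scaling; some compounds called inactive have numbers as strong as hits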
CDK5 p35 inh: inhibitors of human CDK5/p35 kinase, primary screen, biochemical, single concentration; Cyclin-dependent kinase 5 (Homo sapiens) + Cyclin-dependent kinase 5 activator 1 (Homo …; Recombinant CDK5/p35, ADP-Glo luminescence, 60 min; inhibition, % at 10 µM; hit rate 0.01% among 330,000; AID 488839, 2010;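 active = highest replicate inhibition of at least 50% and at least 75% of replicates reaching 50%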;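 note: plate controls were DMSO neutral control for no effect and GW8510 at 10 µM for full effect; many of its hits are not listed in these tables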
Arrestin-AP2 inh: inhibitors of beta-arrestin/AP2 binding, primary screen, biochemical, GPCR trafficking, flow cytometry | hit rate 0.31% among 340,000 | beta-arrestin 1 C-terminal peptide binding to AP2 beta2-adaptin appendage (human) | inhibition, % at 10 µM | FITC-arrestin peptide / GST-AP2 beads; AP2 beta2 appendage carries R879A mutation;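 active = inhibition above a set limit, near 3 SD of compounds lacking own fluorescence, cut at about 54% in these data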;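 note: plate controls were DMSO wells for no effect and 5 µM unlabelled arrestin peptide for full effect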
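System: GST-AP2 R879A glutathione beads | Also added: FITC-arrestin peptide, 50 nM | Times: 12 min plus 1 h, RT | Signal: Bead flow cytometry, FITC channel | Buffer or medium: PBS with 0.05% Tween 20 and 0.1% BSA | Read-out basis: Percent drop in bead-associated FITC signal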
SR-BI HDL uptake: inhibitors of SR-BI mediated HDL lipid uptake, primary screen, ldlA[mSR-BI] cells, fluorescence, single point. AID 488896, 2010. hit rate 0.96% among 320,000. Scavenger receptor class B member 1 (Mus musculus), Q61009. ldlA[mSR-BI] CHO cells, DiI-HDL uptake fluorescence, 3 h. inhibition, % at 12.5 µM;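 active = mean replicate inhibition of at least 70% and a set share of replicates each scoring 70 or more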;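 note: 0% = median of neutral control wells and 100% = median of positive control wells; values of inactives mirror those of a sister screen read the other way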
PKA-R1A act: activators of PKA-R1A holoenzyme, primary screen, biochemical, fluorescence polarization, Cy5-IP20, bovine R1A, mouse PKAc. cAMP-dependent protein kinase type I-alpha regulatory subunit (Bos taurus) + …. PKA-R1A dissociation; scaled: DMSO 0%, 113 µM cGMP 100%. activation, % at 11.4 µM. hit rate 0.083% among 340,000;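 active = percent activation above the mean of all tested compounds plus 3 SD, cut at about 19% in these data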;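 note: higher means more PKAc released from R1A so a rise in polarization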
NSD2 HMT inh: NSD2 histone methyltransferase inhibitors, primary screen, biochemical, AlphaScreen, single concentration, set 2; Histone-lysine N-methyltransferase NSD2 (Homo sapiens), O96028; NSD2 peptide methylation, 120 min; inhibition, % at 12.5 µM; hit rate 0.54% among 310,000; AID 743445, 2014; in the data active = inhibition above about 50%
dFosB activator: activators of delta FosB homodimer, primary screen, biochemical, fluorescence polarization, TAMRA-CDK5 oligo, single point | Protein FosB (Mus musculus), P13346 | purified delta FosB; percent of positive-control signal above neutral wells | activation, % at 25 µM | hit rate 0.99% among 340,000 | AID 493131, 2011;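 active = mean activation above about 17%, with every replicate also reaching it, limit read from the data, passing the limit was not always enough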;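 note: fluorescence polarization rise as delta FosB binds a TAMRA Cdk5 AP-1 oligo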
Target sequence (P13346 whole entry, looked up): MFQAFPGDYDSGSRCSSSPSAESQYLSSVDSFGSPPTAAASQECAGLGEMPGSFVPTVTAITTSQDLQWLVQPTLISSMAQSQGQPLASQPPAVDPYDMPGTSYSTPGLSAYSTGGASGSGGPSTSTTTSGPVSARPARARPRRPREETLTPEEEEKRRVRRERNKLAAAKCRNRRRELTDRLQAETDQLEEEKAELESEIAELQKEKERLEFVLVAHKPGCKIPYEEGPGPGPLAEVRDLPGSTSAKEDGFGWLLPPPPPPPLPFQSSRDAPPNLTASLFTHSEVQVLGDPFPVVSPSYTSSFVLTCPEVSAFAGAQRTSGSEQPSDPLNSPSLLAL
MITF TRPM1 HTS: activators of MITF-driven TRPM1 promoter reporter, primary screen, cell-based, SK-MEL-5, luciferase, single point. SK-MEL-5 TRPM1-promoter luciferase, 24 h; % of positive control, neutral wells = 0. activation, % at 12.5 µM. hit rate 0.75% among 300,000. AID 588334, 2011;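 active = mean activation of at least 80% with every replicate also reaching 80%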;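 note: 0% = neutral control wells and 100% = parthenolide positive control wells; values of inactives mirror those of a sister screen read the other way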
PKA-R2B activ: activators of PKA-R2B holoenzyme, primary screen, biochemical, fluorescence polarization, Cy5-IP20, human | hit rate 0.079% among 340,000 | activation, % at 11.4 µM | PKA-R2B holoenzyme dissociation; R2B truncated from residue 108, S112A mutant; 0% DMSO only, 100% 113 µM cGMP | AID 504700, 2011;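 active = activation above a cutoff set at the mean over all compounds plus 3 SD, cut at about 18% in these data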;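 note: higher means more holoenzyme dissociation and a rise in polarization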
Target sequence (P31323 whole entry, looked up, other chains not shown, the tested form may be a part): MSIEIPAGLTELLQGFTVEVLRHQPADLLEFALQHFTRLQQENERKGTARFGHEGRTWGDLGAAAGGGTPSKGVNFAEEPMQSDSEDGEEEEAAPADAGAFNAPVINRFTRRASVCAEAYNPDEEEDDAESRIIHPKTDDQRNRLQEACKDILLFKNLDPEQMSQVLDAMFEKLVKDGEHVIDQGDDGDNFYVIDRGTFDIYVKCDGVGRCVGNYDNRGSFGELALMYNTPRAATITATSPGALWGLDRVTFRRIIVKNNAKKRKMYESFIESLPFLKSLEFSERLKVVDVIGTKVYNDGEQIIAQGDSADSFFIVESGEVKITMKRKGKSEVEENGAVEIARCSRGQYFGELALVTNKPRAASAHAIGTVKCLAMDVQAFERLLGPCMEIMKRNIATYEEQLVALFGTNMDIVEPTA
Pemphigus Ab inh: inhibitors of pemphigus antibody binding to DSG3, primary screen, biochemical, bead-based, flow cytometry, scFv-GFP; Desmoglein-3 (Homo sapiens), P32926; DSG3-coupled beads, scFv-anti-DSG3-GFP binding; stronger effect = lower value; binding (percent of control), % at 10 µM; hit rate 0.48% among 310,000; AID 588358, 2011;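 active = binding more than 3 SD below its plate's average and above zero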; note: some compounds called inactive have numbers as strong as hits
An asterisk follows results filed as active; · = not tested or not shown. Outcome played no part in choosing rows. Share with any hit: about 4.7%.

SMILES	SR-BI DiI-HDL act	Mot1-301 SUMO	CDK5 p35 inh	Arrestin-AP2 inh	SR-BI HDL uptake	PKA-R1A act	NSD2 HMT inh	dFosB activator	MITF TRPM1 HTS	PKA-R2B activ	Pemphigus Ab inh
Cc1cc(C)nc(NNC2=CC(=O)CC(C)(C)C2)n1	12	271	-0.9	5	-12	-1	-1	-1	-8	12	87
CC1CCN(C(=O)C(=O)c2cn(CC(=O)N3CCCC3)c3ccccc23)CC1	-10	-4	0.3	-3	10	2	3	-8	6	-10	106
CC(C)(C)c1ccc(C(=O)Nc2cccnc2)cc1	-7	-3	2.2	35	7	-5	2	-6	·	3	101
CCOc1ccc(S(=O)(=O)NCCC(=O)NCCCSc2ccccc2)cc1	6	-5	-0.9	18	-6	-4	-4	-8	-4	-7	102
O=C(Nc1cccc([N+](=O)[O-])c1)C1C2CCCCC21 (configuration not stated)	-30	53	0.2	3	30	0	4	6	5	-5	96
CC(C)(C)C1CCc2onc(C(=O)NC3CCCC3)c2C1 (configuration not stated)	-22	-3	-1.3	-5	22	5	6	6	-1	7	119
CN(CC(=O)Nc1ccc(Cl)cc1)C(=O)Cn1[nH]c(=O)c2ccccc2c1=O	9	15	0.4	3	-9	-3	0	-2	3	-20	95
O=C(NCCN1CCOCC1)c1cc2c(=O)n3ccccc3nc2n1Cc1ccccc1	32	-7	-1.0	-2	-32	-7	9	-4	·	1	·
O=C(c1ccccc1)n1c(=O)c(F)cn(COCCBr)c1=O	9	-10	0.0	-14	-9	0	0	12	·	0	115
Cc1oncc1C(=O)Nc1ccc2ccccc2c1	-1	·	-2.3	-5	1	-4	10	-3	22	-6	109
FC(F)(F)c1cccc(Cc2noc(CN3CCSCC3)n2)c1	3	-18	-1.2	42	-3	-12	-3	-4	14	-5	122
O=C(CCN1C(=O)c2ccccc2C1=O)NCCN1CCOCC1	18	2	-0.2	5	-18	2	-1	1	·	-5	100
CCN(CC(=O)Nc1c(F)cccc1F)C(=O)CC1CCCC1	11	4	-2.0	-3	-11	-8	-5	-10	4	-7	113
CCOc1ccc(N2C(=O)CC(Sc3nc(C)cc(C)c3C#N)C2=O)cc1 (configuration not stated)	3	-4	5.7	13	-3	-10	1	2	11	-3	101
CCc1ccc(C(=O)Nc2ccc3c(c2)n(C)c(=O)n3C)cc1	-51	-17	-1.4	3	51	3	-1	-5	19	-22	112
COc1ccc(NC(=O)NNC(=O)COc2ccc(Cl)cc2C)cc1OC	9	-9	-3.4	4	-9	8	·	45*	-6	7	106
COc1ccc(OCC(=O)NNC(=S)NC(=O)c2ccc(Br)o2)cc1	9	-20	2.4	-10	-9	-10	2	-5	-7	0	94
CCOc1ccccc1Nc1ccnc2cc(Cl)ccc12	-43	5	-1.7	0	43	-2	-2	-5	-7	8	105
C=CCN1C(=O)c2ccc(C(=O)N(CC)CC(=O)Nc3cc(Cl)ccc3C)cc2C1=O	16	-8	-0.1	29	-16	0	-6	-15	-2	-2	99
COc1cc2c(cc1OC)CN(C(=O)CSc1nc(C)cc(C)c1C#N)CC2	-40	98	-0.1	6	40	2	1	-7	6	3	99
COc1ccc(C2(CNC(=O)/C=C/c3ccco3)CCCC2)cc1OC	0	8	0.6	-8	0	-13	0	-7	-3	1	122
Cc1sc2nc(CSCC(=O)Nc3ccc(N4CCOCC4)cc3)[nH]c(=O)c2c1C	·	6	-1.7	-14	·	-2	3	-4	7	-10	94
O=C(COc1cccc(C(F)(F)F)c1)Nc1ccc2[nH]ncc2c1	-9	0	-6.7	10	9	7	-3	-16	·	-6	116
CCOC(=O)c1c(-c2ccccc2)oc2ccc(O)c(CN3CCCC3)c12	4	-11	1.0	1	-4	1	0	6	3	1	100
CC(C)(Cc1ccc(O)cc1)NC(=O)CC(=O)N=Nc1c(O)[nH]c2ccc(Br)cc12	4	-12	0.2	36	-4	2	-1	-5	-13	-5	94
SMILES	SR-BI DiI-HDL act	Mot1-301 SUMO	CDK5 p35 inh	Arrestin-AP2 inh	SR-BI HDL uptake	PKA-R1A act	NSD2 HMT inh	dFosB activator	MITF TRPM1 HTS	PKA-R2B activ	Pemphigus Ab inh
O=C(CCn1c(=O)[nH]c2ccsc2c1=O)NCc1ccc(F)cc1	33	451*	-0.1	5	-33	-5	-4	3	8	-6	99
O=C(c1ccccc1)N1CCCc2ccccc21	-29	3	-0.2	-2	29	8	-1	-8	8	0	86
Cc1ccc(S(=O)(=O)Nc2ccc3c(c2)OCCO3)cc1C	12	6	-2.3	-6	-12	-5	-1	-8	-10	0	104
NC(=O)CC(NC(=O)Cc1ccc(Br)cc1)c1ccc(NCc2ccc(F)cc2)c([N+](=O)[O-])c1 (configuration not stated)	30	-2	0.2	-2	-30	-5	·	53*	-6	0	109
N/C(=N/OC(=O)c1ccccc1F)c1nonc1N	-6	236	3.5	11	6	-6	-3	-10	16	-9	101
Nc1cc(S(=O)(=O)N2CCOCC2)ccc1N1CCCCC1	9	93	2.3	-4	-9	-5	-1	-11	5	-1	·
O=C(O)Cn1c(O)c(C2=c3ccccc3=NC2=O)sc1=O	3	9	1.2	6	-3	2	1	-2	-25	2	99
C[C@H]1CC[C@@]2(O[C@H](CCO)C[C@H](O)[C@H]2O)O1	18	-4	0.2	6	-18	3	·	8	-9	1	99
CC(C)(C)c1ccc(OCC(=O)NNC(=S)NC(=O)c2ccco2)c(Br)c1	-16	-10	-0.7	-6	16	-3	1	-10	-15	6	104
Cc1ccc(-c2nnc(SCC(=O)CC(=O)Nc3ccccc3)n2-c2ccccc2)cc1	-27	4	1.4	-1	27	-3	1	-12	1	6	104
CCC(C)[C@H](NC(=O)NCc1cccc(OC)c1)C(=O)OC (some centres not stated)	-24	·	0.8	-1	24	-4	-2	3	0	-9	100
Cc1ccc(C(=O)CSC2=C(C#N)C(c3ccco3)CC(=O)N2)c(C)c1 (configuration not stated)	-34	-24	1.0	-5	34	-11	8	-6	·	3	·
CCCCC1=CC2=C(c3ccco3)C(=O)C(C)(OC(=O)c3ccc(OC)cc3)C(=O)C2=CN1CCCCO (configuration not stated)	-7	9	-0.4	2	7	-5	·	-5	8	-7	100
O=C(/C=C/c1ccccc1Cl)Nc1ccncc1	-22	4	1.1	16	22	-4	-2	-35	56	2	111
CCS(=O)(=O)N1Cc2ccccc2CC1C(=O)NC(C)C12CC3CC(CC(C3)C1)C2 (configuration not stated)	20	-20	2.1	-5	-20	-10	0	-16	7	3	72
CCCn1c(=O)c(C(=O)NCc2ccccc2OC)c(O)c2ccccc21	11	6	-0.1	17	-11	-3	-2	0	5	-2	98
CCOc1ccc(C2NC(=O)NC(C)=C2[N+](=O)[O-])cc1OC (configuration not stated)	-5	10	-0.3	9	5	-13	7	-3	3	0	92
COc1ccccc1/C=c1\sc2nc(-c3ccco3)nn2c1=O	11	65	-1.5	12	-11	-5	·	-16	-1	12	94
Cc1cc(S(=O)(=O)N(Cc2cccs2)Cc2ccccc2F)ccc1-n1cnnn1	-33	-10	-1.5	·	33	17	-1	-5	-2	10	100
COc1ccc(C)cc1NC(=O)CN(C)S(=O)(=O)c1ccc2c(c1)n(C)c(=O)c(=O)n2C	12	-2	1.8	7	-12	9	-2	-14	-4	0	100
CCCCCN(C(=O)CCC(=O)OCc1ccc(Cl)cc1Cl)c1c(N)n(CCCC)c(=O)[nH]c1=O	-39	1	-1.0	-9	39	-13	-1	2	-12	-4	106

Ordered by value in MITF TRPM1 HTS (descending): seven of the compounds above
SMILES	SR-BI DiI-HDL act	Mot1-301 SUMO	CDK5 p35 inh	Arrestin-AP2 inh	SR-BI HDL uptake	PKA-R1A act	NSD2 HMT inh	dFosB activator	MITF TRPM1 HTS	PKA-R2B activ	Pemphigus Ab inh
N/C(=N/OC(=O)c1ccccc1F)c1nonc1N	-6	236	3.5	11	6	-6	-3	-10	16	-9	101
O=C(CCn1c(=O)[nH]c2ccsc2c1=O)NCc1ccc(F)cc1	33	451*	-0.1	5	-33	-5	-4	3	8	-6	99
CCS(=O)(=O)N1Cc2ccccc2CC1C(=O)NC(C)C12CC3CC(CC(C3)C1)C2 (configuration not stated)	20	-20	2.1	-5	-20	-10	0	-16	7	3	72
Cc1ccc(-c2nnc(SCC(=O)CC(=O)Nc3ccccc3)n2-c2ccccc2)cc1	-27	4	1.4	-1	27	-3	1	-12	1	6	104
COc1ccccc1/C=c1\sc2nc(-c3ccco3)nn2c1=O	11	65	-1.5	12	-11	-5	·	-16	-1	12	94
NC(=O)CC(NC(=O)Cc1ccc(Br)cc1)c1ccc(NCc2ccc(F)cc2)c([N+](=O)[O-])c1 (configuration not stated)	30	-2	0.2	-2	-30	-5	·	53*	-6	0	109
C[C@H]1CC[C@@]2(O[C@H](CCO)C[C@H](O)[C@H]2O)O1	18	-4	0.2	6	-18	3	·	8	-9	1	99

Molecules listed so far that contain two or more sulfur atoms, in the order listed:
SMILES	SR-BI DiI-HDL act	Mot1-301 SUMO	CDK5 p35 inh	Arrestin-AP2 inh	SR-BI HDL uptake	PKA-R1A act	NSD2 HMT inh	dFosB activator	MITF TRPM1 HTS	PKA-R2B activ	Pemphigus Ab inh
CCOc1ccc(S(=O)(=O)NCCC(=O)NCCCSc2ccccc2)cc1	6	-5	-0.9	18	-6	-4	-4	-8	-4	-7	102
Cc1sc2nc(CSCC(=O)Nc3ccc(N4CCOCC4)cc3)[nH]c(=O)c2c1C	·	6	-1.7	-14	·	-2	3	-4	7	-10	94
Cc1cc(S(=O)(=O)N(Cc2cccs2)Cc2ccccc2F)ccc1-n1cnnn1	-33	-10	-1.5	·	33	17	-1	-5	-2	10	100
